High-throughput results deposited in PubChem BioAssay by National Center for Advancing Translational Sciences (NCATS).
FEN1 inhibitor – inhibitors of human flap endonuclease 1 | Potency, µM (doses to about 114 µM), for the others: at the highest dose activity change, negative = inhibition, actives largely listed as inhibitors | Recombinant FEN1 flap cleavage, fluorescence, 15 min | P39748 | hit rate 0.35% among 390,000 | AID 588795; note: nearly all actives have a fitted effect of over 65% in size
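In this screen, 50 nM flap DNA substrate was added to 10 nM FEN1 pretreated with compound for 15 min at room temperature; cleavage was followed with reads at 0 and 15 min, and Hill fitting gave concentration–response parameters.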
N370S GC mod – inhibits or activates N370S mutant glucocerebrosidase. N370S GC spleen homogenate, 4MU-glucoside fluorescence. Potency, µM (top dose mostly 59.4 µM), for inactives: at the highest dose activity change, negative = inhibition, usual class: inhibitors. hit rate 0.092% among 330,000;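 note: 0% = full enzyme activity and -100% = no enzyme basal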
GCN5L2 inh – inhibitors of human GCN5L2 histone acetyltransferase; Q92830; GCN5L2 HAT assay, ThioGlo1 CoA-SH fluorescence; Potency, µM (series often up to 58.9 µM), inactives show top-dose activity change, negative = inhibition, actives largely listed as inhibitors; hit rate 0.21% among 390,000; AID 504327
Target sequence (Q92830 whole entry, looked up): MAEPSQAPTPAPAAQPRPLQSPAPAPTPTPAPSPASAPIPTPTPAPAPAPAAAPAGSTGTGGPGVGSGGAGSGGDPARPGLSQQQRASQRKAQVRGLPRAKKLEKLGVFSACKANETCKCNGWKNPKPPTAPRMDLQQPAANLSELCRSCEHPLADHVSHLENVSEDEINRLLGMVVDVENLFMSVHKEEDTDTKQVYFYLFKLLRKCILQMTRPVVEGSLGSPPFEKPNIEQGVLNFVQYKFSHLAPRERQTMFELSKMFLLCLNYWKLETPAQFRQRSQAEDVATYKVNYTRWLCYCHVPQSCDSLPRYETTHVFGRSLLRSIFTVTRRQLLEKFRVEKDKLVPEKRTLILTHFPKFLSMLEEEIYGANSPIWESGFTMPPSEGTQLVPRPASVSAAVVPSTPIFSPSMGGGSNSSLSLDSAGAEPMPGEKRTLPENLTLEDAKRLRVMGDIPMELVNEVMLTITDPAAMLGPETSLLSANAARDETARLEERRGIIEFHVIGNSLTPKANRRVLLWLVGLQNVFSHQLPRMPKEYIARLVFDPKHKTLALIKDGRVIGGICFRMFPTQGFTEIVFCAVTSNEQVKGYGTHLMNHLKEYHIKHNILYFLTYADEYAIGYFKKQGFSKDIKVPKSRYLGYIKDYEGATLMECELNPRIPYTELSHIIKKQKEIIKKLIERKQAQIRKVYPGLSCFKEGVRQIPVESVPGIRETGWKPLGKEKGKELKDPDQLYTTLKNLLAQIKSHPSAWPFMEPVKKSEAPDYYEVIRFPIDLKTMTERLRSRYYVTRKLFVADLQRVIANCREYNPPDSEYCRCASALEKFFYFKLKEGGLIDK
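Preincubate 20nM GCN5L2 with compound 15 min, RT → add 50uM ThioGlo1 + 75uM H3(1-25) + 70uM acetyl-CoA → read fluorescence 0 and 20 min. Primary qHTS; fluorescent artifacts likely.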
* marks the source's active call; other numbers are inactive results; ? = inconclusive; . = not tested or not shown; & = joins results of further samples; [ ] = remark or other dose. Calls come from the whole dose curve; as a rule, active = well fitted curve in the direction sought with a large enough effect; inconclusive = small, poorly fitted or top-dose-only effect, or another doubt; inactive = no such curve, though single readings can be large; an effect the other way counts as inactive or inconclusive. Unless noted, % is set by controls: 0 for no effect and ±100 for the full control effect; potency is the fitted concentration of half-maximal effect. Random draw from the library; any-hit rate near 0.54%.

Compound,FEN1 inhibitor,N370S GC mod,GCN5L2 inh
COc1ccc(NC(=O)c2cc(S(=O)(=O)N3CCCC3)cn2C)cc1Cl,10%,-4%,-5%
COc1ccc(-c2noc(Cc3ccc(Cl)cc3)n2)cc1OC,-6%,2%,-2%
COc1ccc(C(=O)Nc2nnc(C)s2)cc1,14%,.,-4%
Cc1ccc(C(=O)N/N=C\c2ccc3c(c2)OCO3)cn1,-1%,-24%,-6%
Cc1cc(-n2c(C)cc(C(=O)CSc3nc4ccccc4c(=O)n3Cc3ccco3)c2C)no1,-2%,8%,0%
COc1ccc2nc3cc(Cl)ccc3c(Nc3cc(C(C)C)c(O)cc3C)c2c1,-3%,?,-6%
COc1ccc(Br)c(C(=O)NC(C)(C)CO)c1,20%,0%,0%
O=C(Nc1ccc(S(=O)(=O)Nc2ncccn2)cc1)c1ccccc1NS(=O)(=O)c1ccc(F)cc1,1%,-19%,-9%
CC(=O)c1ccccc1C(=O)N1CCCC(CNC(=O)c2ccccc2Cl)C1 (stereo not drawn),-12%,-1%,-3%
COc1ccc(-n2cc(C(=O)c3ccc4ccccc4c3O)cn2)cc1,12%,-16%,0%
O=C(COn1nnc2ccc(S(=O)(=O)N3CCOCC3)cc21)Nc1c(F)c(F)c(F)c(F)c1F,-7%,-2%,1%
O=C1C=C(c2ccc3ncccc3c2)C[C@@H](c2ccc(Cl)cc2)C1,?,.,-8%
COc1ccc(-c2nc(CN3CCC(C(=O)NCCCOC(C)C)CC3)c(C)o2)cc1OC,-2%,.,-2%
COCC1CCN(Cc2c(C(=O)N3CCN(C4CCCCC4)CC3)nc3ccccn23)C1 (stereo not drawn),-18%,3%,3%
Cc1cccc(-c2noc(CNC(=O)c3ccco3)n2)c1,14%&1%,-1%,-2%&2%
O=C(C[n+]1cc(Br)cc2ccccc21)c1ccc(Cl)cc1,3%&12%,-9%,-1%
Nc1nc(SCC(=O)NCC2CCCO2)[nH]c(=O)c1NC(=O)c1ccc(F)c(F)c1 (stereo not drawn),9%,2%,-1%
Cc1cccc(C)c1NC(=O)c1ccc2c(c1)nnn2C1CCCC1,-4%,.,5%
CC(OC(=O)c1ccc(-c2ccc([N+](=O)[O-])cc2)o1)C(=O)NC(N)=O (stereo not drawn),2%,-7%,-8%
O=P(COCCO)(c1ccccc1)c1ccccc1,7%,0%,-5%
COc1ccc(-n2ccnc(NCCc3ccccc3)c2=O)cc1OC,5%,.,-14%
CCOc1ccccc1N1CCN(CC(=O)Nc2cc(C)on2)CC1,5%,5%,-11%
Cc1ccc(NC(=O)c2ccc(CSc3nnnn3C)cc2)cc1,-1%,10%,?
O=C(CSc1c2c(nc3ccc(Cl)cc13)CCCC2)NCc1ccco1,-1%,2%,0%
Cc1ccc(NC(=O)CSc2ncccc2C(=O)Oc2ccccc2Cl)cc1Cl,-2%,.,-8%

Complete entries, looked up by structure:
Shown for `Cc1ccc(NC(=O)c2ccc(CSc3nnnn3C)cc2)cc1` = FEN1 inhibitor: -1%; N370S GC mod: 10%; GCN5L2 inh: ?
Shown for `CCOc1ccccc1N1CCN(CC(=O)Nc2cc(C)on2)CC1` = FEN1 inhibitor: 5%; N370S GC mod: 5%; GCN5L2 inh: -11%

Following part.
Compound,FEN1 inhibitor,N370S GC mod,GCN5L2 inh
COc1cc(C2NC(=O)c3ccccc3O2)ccc1OC(C)C (stereo not drawn),2%,4%,-4%
c1cc(CN2CCN(C3CCCCCC3)CC2)ccn1,1%,-3%,-1%
CCc1ccc(S(=O)(=O)c2nnn3c2nc(NC(C)C)c2sccc23)cc1,10%,.,0%
CC(=O)c1cccc(NC(=O)N2CCCC2C(=O)NCCC(C)C)c1 (stereo not drawn),-9%,23%,3%
CCOC(=O)c1ccc(N2CN(CC)CNC2=S)cc1,1%,0%,-2%
COc1ccc(-c2nc(-c3ccc(Br)o3)no2)cc1OC,1%,1%,-1%
Cc1ccc(NS(=O)(=O)c2c(C)nc3sccn3c2=O)cc1,16%,1%,?
O=C(CCN1C(=O)c2ccccc2S1(=O)=O)Nc1ccccc1,5%,0%,-11%
Cc1cc(C)c2c(=O)cc(C(=O)Nc3c(C)n(C)n(-c4ccccc4)c3=O)oc2c1,-5%,.,-8%
O=C(Cn1nc(-c2ccccc2)ccc1=O)Nc1cccc(NC(=O)c2ccccn2)c1,.,-4%,-5%
CCn1cc(CNC(=O)/C=C/c2ccc([N+](=O)[O-])cc2)cn1,10%,4%,-8%
OC(COc1ccc(C2C=CCC2)cc1)CN1CCCCC1 (stereo not drawn),-16%,1%,0%
COc1ccc(-n2c(C)cc(C)c(C(C)=O)c2=S)cc1,-1%,-2%,0%
NC(=O)COc1ccc(-n2cnnn2)cc1,-15%,2%,-16%
CC(C)(C)C(=O)N1N=C(c2ccc(NS(C)(=O)=O)cc2)CC1c1cccs1 (stereo not drawn),-15%,23%,-8%
CC1CCc2c(c3ccccc3n2C(=O)CCl)C1 (stereo not drawn),-15%,4%,-4%
CCOc1ccc(C(=O)OCC(=O)N2CCCC2)cc1OCC,-1%,-1%,2%
COc1ccc(C2CC(c3cccs3)=NN2C(=O)COC(=O)C2CCCCC2)cc1OC (stereo not drawn),1%,29%,-6%
CCOc1ccc(/C=N/n2cnnc2)cc1,2%,5%,2%
Cc1ccccc1NS(=O)(=O)c1ccc(OCC(=O)N2CCCC2)cc1,1%,4%,2%
CS(=O)(=O)Nc1ccc2c3c(cccc13)CC2,7%,-5%,-13%
O=C(NC1CC1)C1CCN(c2ccc(S(=O)(=O)N3CCOCC3)cc2Cl)CC1,-6%,2%,1%
O=[N+]([O-])c1ccc(O)c(/C=N/Nc2ccccc2[N+](=O)[O-])c1,19%,-3%,-4%
CCNC(=S)Nc1cccc(S(=O)(=O)Nc2ccccc2OC)c1,18%,-3%,-1%
COc1ccc(CNC(=O)C2CCCN(S(=O)(=O)N3CCC(C)CC3)C2)c(OC)c1 (stereo not drawn),1%,15%,-6%

Structural class, the compounds so far with a nitro group on carbon.
Compound,FEN1 inhibitor,N370S GC mod,GCN5L2 inh
CC(OC(=O)c1ccc(-c2ccc([N+](=O)[O-])cc2)o1)C(=O)NC(N)=O (stereo not drawn),2%,-7%,-8%
CCn1cc(CNC(=O)/C=C/c2ccc([N+](=O)[O-])cc2)cn1,10%,4%,-8%
O=[N+]([O-])c1ccc(O)c(/C=N/Nc2ccccc2[N+](=O)[O-])c1,19%,-3%,-4%

Next section
Compound,FEN1 inhibitor,N370S GC mod,GCN5L2 inh
CCCC(=O)Nc1cccc(NC(=O)c2ccc(C)c([N+](=O)[O-])c2)c1,-14%,-13%,-4%
CCN1C(=O)c2ccc(C(=O)Nc3c(C)cc(C)cc3C)cc2C1=O,1%,-1%,-3%
CCOc1ccccc1CNC(=O)CSc1n[nH]c(-c2ccccc2)n1,-1%,.,-9%
CC(=O)N/C(=N/c1nc(C)cc(C)n1)Nc1ccc(C)cc1Cl,3%,4%,-13%
CCOC(=O)C1CCN(C(=O)Nc2ccc(C)c(Cl)c2)CC1,3%,5%,-6%
Cc1ccc(N(CC(=O)NC2CCCC2)C(=O)CCC(=O)Nc2nccs2)cc1C,4%,-3%,0%
COc1cc(C(CCN2CCCC(C)C2)c2c(OC)cc(OC)c3c2OC(=O)CC3c2ccc(N(C)C)cc2)cc(OC)c1OC (stereo not drawn),-24%&-28%,?,17%
CC(=O)c1c(C)n(-c2cccc(Cl)c2)c2ccc(OC(=O)c3ccccc3)cc12,-5%,.,-2%
CCCCN(CCCC)CCCNC(=O)CC1Oc2ccc(C)cc2NC1=O (stereo not drawn),-13%,-9%,3%
O=[N+]([O-])c1ccc(N/N=C\c2cccn2-c2ccccc2)nc1,-13%,10%,-13%
O=S(=O)(Nc1n[nH]c(C(F)(F)F)n1)c1ccccc1,5%,-9%,-12%
CC(C)C(=O)Nc1ccc(N2CCN(C(=O)c3cccs3)CC2)cc1,-3%,0%,-10%
COc1cccc(NC(=O)Cn2c(=O)n(Cc3ccc(C(=O)NCc4ccc(C)cc4)cc3)c(=O)c3ccccc32)c1,14%,.,-4%
COc1cc(CCC(=O)Nc2ccc(S(=O)(=O)N3CCOCC3)cc2)cc(OC)c1OC,1%,.,-1%
CN1C(=O)c2ccc(C(=O)Nc3nccs3)cc2C1=O,0%,0%,3%
CC(C)=N/N=C(/c1ccc([N+](=O)[O-])cc1)C12CN3CN(CN(C3)C1)C2,4%,-6%,-7%
C[C@@](N)(Cc1ccc(O)cc1)C(=O)O,.,8%,-2%
COc1cccc(S(=O)(=O)NCc2ccc(C(=O)N3CCN(c4ccccc4OC)CC3)cc2)c1,.,-4%,-10%
CC(C)C1Nc2ccc(C(=O)NC3CCCCC3)cc2NC1=O (stereo not drawn),-2%,-7%,-7%
CCC(=O)Nc1ccc(C(=O)NNC(=O)C2CCCCC2)cc1,-2%,-19%,-4%
O=C(CS(=O)(=O)c1ccc(Cl)c(Cl)c1)Nc1ccccc1Cl,14%,-6%,-16%
Cc1ccc(C(=O)NCCCN2CCOCC2)cc1S(=O)(=O)N1CCCCC1,6%,-3%,-1%
CCc1ccccc1NC(=O)C1CCCN(C(=O)c2cnn(-c3ccccc3)c2-n2cccc2)C1 (stereo not drawn),-10%,.,0%
C=CCNC(=O)c1csc(-c2ccccc2)n1,11%,7%,-2%
Brc1cccc(OCCN2CCCCC2)c1,-5%,-15%,-2%

(more compounds)
Compound,FEN1 inhibitor,N370S GC mod,GCN5L2 inh
O=C(c1cc2nc(-c3ccc(F)cc3)cc(C(F)(F)F)n2n1)N1CCOCC1,0%,9%[2.35 µM],2%
CC(C)c1ccc(S(=O)(=O)N2CCN(CC(=O)Nc3ccc4c(c3)OCO4)CC2)cc1,-21%,-4%,-1%
O=c1c(-c2ccccc2)nc2cncnc2n1Cc1ccccc1,.,9%,-17%
CC1CCN(C(=O)CNC(=O)c2cccc(OC(F)F)c2)CC1,-6%,-9%,3%
Cc1nc(N2CCOCC2)c(C#N)c(C)c1Br,-9%,5%,3%
COc1ccccc1CCNC(=O)c1ccc(OC)c(OC2CCN(C(C)C)CC2)c1,-1%,-1%,-4%
COc1ccccc1C1SCCN1S(=O)(=O)c1cccc(C(F)(F)F)c1 (stereo not drawn),-19%,2%,-7%
O=C(CN1C(=O)COc2ccc(S(=O)(=O)N3CCOCC3)cc21)N1CCN(c2cccc(Cl)c2)CC1,-13%,.,2%
Cc1ccsc1C(=O)OC(C)C(=O)NC1CCCCC1C (stereo not drawn),-1%,5%,0%
OCCSc1c(F)c(SCCO)c(SCCO)c(F)c1SCCO,-6%,-2%,-1%
CC(C)OC(=O)CSc1nnc(-c2ccc(C(C)(C)C)cc2)n1N,10%,4%,1%
COCCn1c(=NC(=O)c2ccc(S(=O)(=O)N3CCOCC3)cc2)sc2cc(S(N)(=O)=O)ccc21,-8%,-20%,-10%
Cc1nn(CCC(=O)NNC(=S)Nc2cccc(Cl)c2)c(C)c1[N+](=O)[O-],6%,7%,-3%
Cc1cccc(Nc2cc(=O)[nH]c(=O)[nH]2)c1C,1%,0%,2%
COc1ccc(Cc2nnc(SC(C)C(=O)Nc3ccc(C(N)=O)cc3)o2)cc1 (stereo not drawn),11%,0%,2%
NC(=O)CN1C(=O)C(O)(CC(=O)c2ccccc2O)c2ccccc21 (stereo not drawn),16%,-4%,-4%
CNS(=O)(=O)c1cccc(C(=O)OC2CCOC2=O)c1 (stereo not drawn),-9%,-12%,7%
CCC1(c2ccc(C)cc2)NC(=O)N(C(C)C(=O)Nc2ccc(N3CCOCC3)cc2)C1=O (stereo not drawn),-7%,.,-4%
Cc1nc2nc(NCc3ccccc3Cl)[nH]n2c(=O)c1Cc1ccccc1,-5%,.,-10%
Cc1ccc(C)c(S(=O)(=O)N2CCN(C(C)C(=O)Nc3ccccc3-c3ccccc3)CC2)c1 (stereo not drawn),-8%,-3%,-4%
O=C(/C=C/c1cccs1)Nc1ccc(Br)cn1,1%,2%,2%
COc1cccc(CNc2sc3c(c2C(=O)Nc2ccc(OC)cc2OC)CCC3)c1,-3%,.,-14%
COc1cccc(C=Nc2cccc3c(=O)[nH][nH]c(=O)c23)c1O,-12%,0%,-1%
CN1CCN(CC(=O)N2c3ccccc3C(C)(c3ccccc3)CC2(C)C)CC1 (stereo not drawn),7%,-8%,3%
Cc1cc(C)c2cc(CN(CCO)C(c3nnnn3Cc3ccc(F)cc3)C(C)C)c(=O)[nH]c2c1 (stereo not drawn),.,12%,-2%
O=C(c1cnccn1)N1CCC[C@@]2(CCN(c3cccc(-c4ccccc4)c3)C2)C1,.,-5%,-11%
